PNC inhibitor – blocks assembly of the perinucleolar compartment. PC3M PTB-GFP, PNC prevalence imaging, 16 h; hits give low values. activity change (PNC), negative = inhibition, % at 10 µM. 140,000 compounds, 3.1% hits. AID 2417;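 active = readout at or below -70, meaning at least 70% loss of cells showing the perinucleolar compartment, a nuclear body marking cancer cells; inconclusive = readout between -30 and a set limit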;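 note: plate controls were DMSO wells for no effect and camptothecin positive control wells for full effect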
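PC3M cells stably expressing PTB-GFP, 750–1000 cells/well, treated 16 h at 37 °C with compound (23 nl of library stock), in duplicate. After paraformaldehyde fixation and Hoechst stain, imaged at 20x; PNC prevalence scored by image analysis.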
IMPase inh – membrane-permeable compound that blocks inositol monophosphatase | AID 901 | 120,000 tested, under 10 active | inhibition (IP1 accumulation), % at 46.1 µM | CHO-M1 cells, IP1 accumulation, HTRF TR-FRET ratio; active = well fitted curve in the direction sought with a large enough effect in the signal ratio, not every such curve was filed as active; inconclusive = small, poorly fitted or top-dose-only effect, or a change in a side signal; inactive = no such curve, though single readings can be large or run the other way; the % refers to the signal ratio;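 note: cells stimulated with carbachol in lithium chloride buffer; plate controls were DMSO basal wells for no effect and reference inhibitor wells for full effect; higher means more IMPase inhibition seen as more IP1 and lower FRET ratio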
Target sequence (P97697 whole entry, looked up): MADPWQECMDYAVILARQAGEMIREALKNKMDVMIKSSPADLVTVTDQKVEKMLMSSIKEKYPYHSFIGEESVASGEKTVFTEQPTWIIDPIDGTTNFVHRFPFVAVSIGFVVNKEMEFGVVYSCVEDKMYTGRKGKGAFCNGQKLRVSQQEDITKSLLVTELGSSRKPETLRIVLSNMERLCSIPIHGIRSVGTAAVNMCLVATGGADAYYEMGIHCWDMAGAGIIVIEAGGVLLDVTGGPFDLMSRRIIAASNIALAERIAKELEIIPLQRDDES
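CHO-M1 cells (CHO stably expressing M1 receptor), compound up to 46 uM final, stimulated with carbachol (50 uM as added) in buffer with 50mM LiCl, pH 7.4, 30 min at 37C. Cytosolic IP1 read by TR-FRET; AC50 from Hill fits.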
ALOX15B inhib – blocks human 15-lipoxygenase 2 activity. O15296. purified 15hLO-2, xylenol orange hydroperoxide absorbance. Potency, µM (doses to about 57.1 µM), for the others: at the top dose activity change, negative = inhibition, hits mostly inhibitors. 110,000 compounds, 0.56% hits. AID 881; note: potency is the fitted concentration of half-maximal effect; nearly all actives have a fitted effect of over 60% in size; many of its hits are not listed in these tables
Target sequence (O15296 whole entry, looked up): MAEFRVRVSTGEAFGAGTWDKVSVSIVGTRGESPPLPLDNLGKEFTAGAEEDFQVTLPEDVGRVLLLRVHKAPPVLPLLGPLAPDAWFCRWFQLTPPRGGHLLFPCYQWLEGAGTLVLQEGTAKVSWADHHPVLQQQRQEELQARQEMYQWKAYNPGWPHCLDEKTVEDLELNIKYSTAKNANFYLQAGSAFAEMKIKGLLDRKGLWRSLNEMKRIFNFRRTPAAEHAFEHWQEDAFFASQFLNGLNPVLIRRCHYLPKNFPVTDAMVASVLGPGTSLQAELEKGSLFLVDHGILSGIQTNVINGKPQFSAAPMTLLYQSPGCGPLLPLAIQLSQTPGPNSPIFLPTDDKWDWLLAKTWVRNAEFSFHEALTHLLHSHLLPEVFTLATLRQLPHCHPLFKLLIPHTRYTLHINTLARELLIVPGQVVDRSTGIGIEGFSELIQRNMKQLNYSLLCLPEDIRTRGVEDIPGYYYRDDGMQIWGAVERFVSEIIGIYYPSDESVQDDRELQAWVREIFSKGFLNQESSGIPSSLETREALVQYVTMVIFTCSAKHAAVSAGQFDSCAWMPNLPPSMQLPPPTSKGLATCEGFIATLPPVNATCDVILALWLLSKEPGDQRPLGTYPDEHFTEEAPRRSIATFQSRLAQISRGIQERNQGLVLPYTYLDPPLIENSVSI
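Enzyme 50 nM, AA 45 uM, 25 mM Hepes pH 7.5 + 0.01% Triton X-100; cpd preinc 15 min RT, rxn 90 min RT; stop/detect with 200 uM XO + 300 uM Fe(II) in 50 mM H2SO4, 30 min; A573/A405.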
12-hLO inh – blocks human 12-lipoxygenase activity. P18054. purified 12-hLO, xylenol orange hydroperoxide absorbance. Potency, µM (series often up to 57.1 µM), for inactives: at the highest dose activity change, negative = inhibition, hits mostly inhibitors. 150,000 compounds, 0.12% hits; note: potency is the fitted concentration of half-maximal effect; nearly all actives have a fitted effect of over 55% in size; many of its hits are not listed in these tables
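Purified human 12hLO (150 nM final) was preincubated with compounds for 15 min at room temperature in 25 mM Hepes pH 7.0, 0.01% Triton X-100, then reacted with 40 uM arachidonic acid for 30 min. Hydroperoxide was detected with ferrous iron/xylenol orange.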
Numbers without * were called inactive; ? = inconclusive; . = not tested or not shown; [ ] = another dose, or the depositor's remark. Unless noted, calls come from the whole dose curve; as a rule, active = well fitted curve in the direction sought with a large enough effect; inconclusive = small, poorly fitted or top-dose-only effect, or another doubt; inactive = no such curve, though single readings can be large; an effect the other way counts as inactive or inconclusive. Unless noted, % is set by controls: 0 for no effect and ±100 for the full control effect.

| structure | PNC inhibitor | IMPase inh | ALOX15B inhib | 12-hLO inh |
| --- | --- | --- | --- | --- |
| CSCCC(NC(=O)c1ccccc1)C(=O)OCC(=O)Nc1ccc(C)c(Cl)c1 (stereo not given) | 8.9 | -3.0 | -24.7% | ? |
| CN(C)S(=O)(=O)c1ccc(NC(=O)COC(=O)c2ccccn2)cc1 | -0.6 | 0.6 | 3.0% | -4.7% |
| CC12CC(NC(=O)N1CCc1ccccc1)c1cc(Cl)ccc1O2 (stereo not given) | -0.4 | -15.5[1.84 µM] | . | -2.5% |
| Cc1sc2ncn(CCn3cnc4sc(C)c(C)c4c3=O)c(=O)c2c1C | -20.3 | 4.1 | -5.3% | -2.7% |
| COc1ccccc1NC(=S)NCCc1ccc(Cl)cc1 | 73.8 | -0.4 | ? | 14.1µM* |
| Cc1cc(C)cc(OCC(=O)N/N=C\c2cn(C)nc2C)c1 | ? | . | . | 0.2% |
| CCOC(=O)C1CCCN(c2c(Nc3ccc(OCC)cc3)c(=O)c2=O)C1 (stereo not given) | 6.3 | 4.8 | 3.1% | -5.6% |
| COc1cc(NC(=O)CCc2c(C)nc3nc(C)nn3c2C)cc(OC)c1 | ? | 1.5 | -17.8% | 9.9% |
| O=C(CSc1nc(-c2ccccc2Cl)ns1)NCc1ccco1 | 12.5 | ? | -3.5% | -2.4% |
| O=C(Nc1ccc(NC(=O)C2CC2)nc1)c1cccs1 | -107.0* | -8.5 | -1.9% | 4.5% |
| CN=C(Nc1cc(C)nn1-c1ccccc1)c1ccccc1 | ? | 3.4 | -0.7% | 4.3% |
| C=CCNc1cc(C)oc(=O)c1C(=O)CCC | 13.7 | 1.0 | -1.2% | 1.6% |
| O=C(Cc1ccc(Cl)cc1)NNC(=O)Nc1cccc2ccccc12 | 60.7 | 5.6 | ? | 1.7% |
| CC(C)(C)C(=O)Nc1ccc(C(=O)NCc2cccnc2)cc1 | 11.7 | -2.8 | 28.5% | 0.6% |
| CCN(CC)C1=N/C(=C\c2ccc(OC)cc2)C(=O)N1c1ccccc1 | -22.0 | . | . | 1.1% |
| COc1ccc(CCNC(=O)CN(C)S(=O)(=O)c2ccc(Br)s2)cc1OC | -82.6* | . | . | -4.8% |
| Cc1ccc2cc(CN(Cc3ccco3)C(=O)NCc3ccccc3)c(=O)[nH]c2c1C | 34.2 | 17.8 | 34.4%[activator] | -9.0% |
| Cc1nnc(SCCN2C(=O)c3ccccc3C2=O)[nH]c1=O | ? | 2.8 | -0.9% | -5.0% |
| COc1ccc(NC(=O)CSc2ccc3ccccc3c2)cc1S(=O)(=O)N1CCCCC1 | -12.5 | . | . | 0.1% |
| Cc1cc(C(F)F)n2nc(C(=O)O)nc2n1 | 12.2 | 1.1 | 0.3% | 0.3% |
| CCc1nnc(NC(=O)CN2CCN(c3cccc(OC)c3)CC2)s1 | -6.6 | -4.5 | . | 7.4% |
| NC(=O)c1ccc(C(F)(F)F)n(Cc2ccccc2Cl)c1=O | 8.6 | 5.3 | -4.2% | -15.9% |
| C=C(C)COc1ccc(-c2[nH]ncc2-c2ccccc2OC)c(O)c1 | -27.5 | 11.6 | 5.9% | ? |
| COc1ccc(NC(=O)c2ccccc2[N+](=O)[O-])cc1 | -1.4 | -6.8 | . | -1.7% |

Look-ups from the list:
For IMPase inh, Cc1ccc2cc(CN(Cc3ccco3)C(=O)NCc3ccccc3)c(=O)[nH]c2c1C is listed with 17.8
For 12-hLO inh, NC(=O)c1ccc(C(F)(F)F)n(Cc2ccccc2Cl)c1=O is listed with -15.9%
For 12-hLO inh, Cc1nnc(SCCN2C(=O)c3ccccc3C2=O)[nH]c1=O is listed with -5.0%
For PNC inhibitor, COc1ccc(NC(=O)CSc2ccc3ccccc3c2)cc1S(=O)(=O)N1CCCCC1 is listed with -12.5

Continued.
| structure | PNC inhibitor | IMPase inh | ALOX15B inhib | 12-hLO inh |
| --- | --- | --- | --- | --- |
| Cc1ccc(NC(=O)c2cc(C)n(-c3ccccc3)c2C)cc1 | ? | 4.7 | . | -1.4% |
| O=C(c1coc2ccccc2c1=O)N1CCN(c2cccc(C(F)(F)F)c2)CC1 | 57.4 | 15.4 | 13.2% | -0.4% |
| CC(=O)N1CCC2(CC1)CCN(c1ccccn1)CC2 | . | . | 1.4% | -0.1% |
| Nc1nc(Sc2ccc([N+](=O)[O-])c3nonc23)c2[nH]cnc2n1 | . | . | ? | -27.9%[11.4 µM] |
| COC(=O)c1nnn(-c2nonc2N)c1CSc1ccccn1 | ? | 3.1 | -4.5% | -1.3% |
| CCCC(NC(=O)c1ccco1)c1nc2ccccc2[nH]1 (stereo not given) | 16.4 | . | . | -0.7% |
| CSc1ccccc1N=CC1=C(O)CC(C)(C)CC1=O | -100.0* | -0.8 | . | -5.0% |
| COc1cccc(NC(=O)NC2CCN(Cc3nnnn3Cc3ccc(F)cc3)CC2)c1 | -15.1 | 6.5 | 1.7% | -10.4% |

Additional structures:
| Structure | PNC inhibitor | IMPase inh | ALOX15B inhib | 12-hLO inh |
| --- | --- | --- | --- | --- |
| COc1ccccc1CN1CCCC2(CCN(C(=O)c3ccncc3)CC2)C1 | . | . | -4.5% | -1.5% |
| COc1ccccc1/C=C/C=N/NC(=O)CCC1C(=O)NN=C1C (stereo not given) | ? | 17.3 | . | -1.4% |
| CCOCCCNC(=O)C(NC(=O)CNC(C)=O)c1ccc(C)cc1 (stereo not given) | 18.5 | -8.1 | -1.2% | 5.5% |
| O=C(N/N=C/c1ccc(-c2ccccc2[N+](=O)[O-])o1)c1cccnc1 | ? | 11.7 | -2.8% | 0.2% |
| CC(C)[C@H](NS(=O)(=O)c1ccc2c(c1)OCCO2)C(=O)OCC(=O)Nc1cccc(Cl)c1Cl | 22.9 | . | . | -3.2% |
| C#CCOCCOCCOCCNc1nc(N2CCN(C(=O)[C@H](C(C)C)n3cc(CCO)nn3)CC2)nc(N2CCN(C(=O)[C@H]([C@@H](C)CC)n3cc(CCCCN)nn3)CC2)n1 | 10.3 | . | . | -2.3% |
| COC(=O)c1[nH]c2cccc(OC)c2c1NC(=O)CN1CCC(C(N)=O)(N2CCCCC2)CC1 | 12.6 | -9.9 | 6.3% | 2.3% |
| CCCCNC(=O)CS(=O)Cc1nc(-c2ccc(C)cc2)oc1C (stereo not given) | ? | 4.4 | -2.2% | -2.6% |
| CCC(C(=O)NCc1ccccc1OC)n1nc(C)n2c(cc3occc32)c1=O (stereo not given) | -6.5 | -1.9 | 1.4% | 5.7% |
| O=C(O)CCC(=O)Nc1ccc(-c2nnc(-c3ccco3)o2)cc1 | ? | -11.5 | 4.1% | -5.0% |
| COc1ccc(OCC(O)CNC(=O)c2ccc(Br)cc2)cc1 (stereo not given) | 8.7 | -2.8 | 0.7% | 3.0% |
| CC(=O)OC1CC(OC(C)=O)[C@]2(C)C(CC(=O)[C@]3(C)C2CC[C@@]2(C)C(c4ccoc4)OC(=O)C4O[C@@]423)C1(C)C (stereo not given in full) | . | . | -9.7% | -0.9% |
| CC(NC(=O)CN1CCCC1)C12CC3CC(CC(C3)C1)C2 (stereo not given) | 71.8 | 6.0 | . | 3.7% |
| C=CCN1C(=O)C(O)=C(C(C)=O)C1c1ccccc1F (stereo not given) | -3.1 | -8.3 | 9.8% | 3.4% |
| C/C(N)=C(/C#N)C(=O)COC(=O)c1ccccc1O | 18.7 | . | . | -2.6% |
| O=C(Cn1ccc2ccccc2c1=O)Nc1ccc2c(c1)OCO2 | ? | -7.8 | -8.6% | -0.9% |
| COc1ccccc1-n1c(C)nc2cc(C(=O)NCc3ccc4c(c3)OCO4)ccc21 | ? | -9.6 | . | -4.8% |
| CCc1nn(CC(=O)NCCCN(Cc2ccccc2)C(C)C)c(=O)c2cc3sccc3n12 | 65.5 | 5.3 | 23.7% | -1.6% |
| CC(C)c1ccc(NC(=O)COC(=O)CCC(=O)c2cccs2)cc1 | -22.0 | -0.7 | . | -1.6% |
| CN1C(=O)COc2ccc(C(=O)c3ccccc3C(=O)O)cc21 | -5.0 | . | . | -3.9% |
| COc1ccc(CNc2nc(-c3ccccc3CN(C)C)nc3ccccc23)c(OC)c1 | . | . | 61.6%[activator] | -3.2% |
| Cc1nn(C)c(Cl)c1NC(=O)OCc1ccc(Cl)cc1Cl | -22.3 | 9.5 | 12.4% | -6.8% |
| CC1CCC(N2CCN(c3ncccn3)CC2)CC1 (stereo not given) | 21.9 | -4.8 | 4.2% | -0.8% |
| Cc1cc(OCC(=O)O/N=C(\N)c2ccccc2)ccc1Cl | 31.7 | . | . | 1.4% |
| CC[C@H](c1ccc(O)cc1)[C@@H](CC)c1ccc(O)cc1 | . | 5.7[20.6 µM] | 10µM* | -20.0%[25.6 µM] |
| O=C(Cn1ncc2c1-c1ccccc1OC2)N1CCN(c2ccccn2)CC1 | 0.4 | ? | . | 3.0% |
| CCCOc1cccc(C(=O)Nc2ccc(Br)cc2F)c1 | 116.7 | . | . | 0.5% |
| CC1=NN(c2ccc(Br)cc2)C(=O)/C1=C/c1cccs1 | ? | 4.6 | -10.2% | -19.2% |
| C=CCn1c(SCC(=O)Nc2sc3c(c2C#N)CCC3)nnc1C1COc2ccccc2O1 (stereo not given) | ? | 0.0 | -14.5% | 0.7% |
| CN1c2ccsc2/C(=N/NC(=O)c2c(F)cccc2F)CS1(=O)=O | -0.1 | 12.6 | -0.3% | -2.6% |
| Cc1cccc(C(=O)NCc2nnc3c4ccccc4c(-c4ccccc4)nn23)c1 | -12.2 | -1.1 | . | 1.4% |
| Cc1scc(C(=O)NNC(=S)NCC(C)C)c1C | -6.5 | . | . | -1.8% |
| N#C/C(=C\c1ccc(Sc2nc3ccccc3[nH]2)o1)c1ccccc1 | 21.1 | 9.0 | 15.6% | -3.8% |
| COc1ccc(S(=O)(=O)NCCC(C)C)cc1C | ? | -2.8 | 0.1% | -4.2% |
| O=C(COC(=O)c1ccccc1C(=O)c1ccccc1)c1ccco1 | 27.8 | -0.7 | 1.4% | 0.7% |
| O=C(CN(Cc1ccc(F)cc1)C(=O)C1CSC(=O)C1)NC1CCCCC1 (stereo not given) | -29.4 | -6.0 | -5.2% | 2.4% |

Records above printed as active in PNC inhibitor.
| Structure | PNC inhibitor | IMPase inh | ALOX15B inhib | 12-hLO inh |
| --- | --- | --- | --- | --- |
| O=C(Nc1ccc(NC(=O)C2CC2)nc1)c1cccs1 | -107.0* | -8.5 | -1.9% | 4.5% |
| COc1ccc(CCNC(=O)CN(C)S(=O)(=O)c2ccc(Br)s2)cc1OC | -82.6* | . | . | -4.8% |
| CSc1ccccc1N=CC1=C(O)CC(C)(C)CC1=O | -100.0* | -0.8 | . | -5.0% |

(further entries)
| Structure | PNC inhibitor | IMPase inh | ALOX15B inhib | 12-hLO inh |
| --- | --- | --- | --- | --- |
| CCCCCCN(CCCCCC)C(=O)Cc1c(-c2ccc(F)cc2)[nH]c2ccccc12 | . | 6.5 | 8.9% | -8.6% |
| CCOC(=O)N1CCN(C(=O)Nc2ccc(Cl)cc2Cl)CC1 | ? | 3.9 | 4.5% | 3.5% |
| N#Cc1cc(C#N)c(N2CCN(c3ccccn3)CC2)nc1N | 56.7 | 1.1 | -4.7% | 0.4% |
| O=C(Cn1c(CO)nc2ccccc21)Nc1cc(C(F)(F)F)ccc1N1CCOCC1 | 26.2 | -0.2 | 1.9% | -3.4% |

Three entries already listed, ordered by molar mass, high to low:
| Structure | PNC inhibitor | IMPase inh | ALOX15B inhib | 12-hLO inh |
| --- | --- | --- | --- | --- |
| O=C(CN(Cc1ccc(F)cc1)C(=O)C1CSC(=O)C1)NC1CCCCC1 (stereo not given) | -29.4 | -6.0 | -5.2% | 2.4% |
| CCOC(=O)N1CCN(C(=O)Nc2ccc(Cl)cc2Cl)CC1 | ? | 3.9 | 4.5% | 3.5% |
| CC12CC(NC(=O)N1CCc1ccccc1)c1cc(Cl)ccc1O2 (stereo not given) | -0.4 | -15.5[1.84 µM] | . | -2.5% |

Assay outcomes deposited in PubChem BioAssay by National Center for Advancing Translational Sciences (NCATS).

Some of the compounds tested; count on the stated rates, not on these rows.
